# ALOX12 inh: blocks human arachidonate 12S-lipoxygenase. P18054. Potency, µM (titrated, usually from 108 µM), inactives show at the highest dose activity change, negative = inhibition, usual class: inhibitors. actives 1.1% (n = 580,000). purified 12hLO, xylenol orange hydroperoxide absorbance; active means well fitted inhibition curve with a large enough effect; inconclusive means small, poorly fitted or top-dose-only effect, or another doubt; inactive means no such curve, though single readings can be large or run the other way
# Target sequence (P18054 whole entry, looked up): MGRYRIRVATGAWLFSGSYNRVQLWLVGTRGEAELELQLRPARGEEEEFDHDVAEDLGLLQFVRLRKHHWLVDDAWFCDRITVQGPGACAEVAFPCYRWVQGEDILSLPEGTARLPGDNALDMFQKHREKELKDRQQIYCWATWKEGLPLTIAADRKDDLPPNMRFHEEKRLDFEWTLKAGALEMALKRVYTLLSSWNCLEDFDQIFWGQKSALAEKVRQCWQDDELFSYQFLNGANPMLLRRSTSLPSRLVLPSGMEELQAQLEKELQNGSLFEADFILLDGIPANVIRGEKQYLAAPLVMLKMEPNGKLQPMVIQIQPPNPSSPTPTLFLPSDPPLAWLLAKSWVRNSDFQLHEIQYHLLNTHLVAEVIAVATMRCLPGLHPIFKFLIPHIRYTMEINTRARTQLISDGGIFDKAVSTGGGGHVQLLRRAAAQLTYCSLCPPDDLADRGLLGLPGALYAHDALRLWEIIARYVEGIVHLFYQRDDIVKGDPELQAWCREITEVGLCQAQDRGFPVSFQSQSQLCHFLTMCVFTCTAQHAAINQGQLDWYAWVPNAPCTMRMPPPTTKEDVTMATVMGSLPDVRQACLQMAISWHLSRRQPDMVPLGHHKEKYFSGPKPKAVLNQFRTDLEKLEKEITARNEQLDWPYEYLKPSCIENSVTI
#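 Purified human 12hLO at 150 nM in 25 mM Hepes, 0.01% Triton X-100, pH 7.0, preincubated 15 min at room temperature with compound. Reaction started with 40 uM arachidonic acid, 30 min at room temperature. Hydroperoxide measured by Fe-xylenol orange, 573/405 nm absorbance ratio.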
# * hit, by the source's call; ? = inconclusive; [ ] = another dose, or the depositor's remark. On the % scale 0 is the no-effect control and ±100 the full control effect; potency means the concentration at half of the fitted maximal effect. The list is partial. The share of hits here may be higher or lower than overall.
entry	SMILES	ALOX12 inh
1	O=C(CN1CCN(c2ncccn2)CC1)NCc1ccc2nonc2c1	63%[activator]
2	Cc1noc(-c2ccc(OC3CN(C(=O)NCCc4ccccc4)C3)cc2)n1	7%
3	O=S(=O)(NC[C@H]1Cn2c(-c3ccc(F)cc3)cnc2CO1)c1ccc(Cl)cc1	50µM*
4	O=C(CCc1c[nH]c2ccccc12)NC1CCc2n[nH]c(=O)n2CC1 (configuration not stated)	33%[activator]
5	COc1ccc(-c2noc([C@@H]3CCCN3C(=O)c3cccc(C)c3)n2)cc1OC	13%
6	O=[S+]([O-])(c1ccc(Br)cc1)c1nnn2c1nc(NC1CCCC1)c1ccccc12	14%[6.33 µM]
7	CNC(=O)[C@H]1C[C@H](Oc2ccccc2)CN1C(=O)CCc1nc2ccccc2s1	29%
8	COc1cccc(CC(=O)N2CCC3(CC2)N(C)C(=O)CS3(=O)=O)c1	39%
9	CCC(=O)N1CCC(Oc2ccc(C(=O)N3CCOCC3)cn2)C1 (configuration not stated)	31%[activator]
10	O=C(NCC1CCC2(CCN(Cc3cccc4cccnc34)CC2)O1)c1ccco1 (configuration not stated)	2%
11	CCOc1ccccc1C(=O)N1CCN(Cc2ccc(=O)n(C)c2)CC1	36%
12	CCCS(=O)(=O)N[C@@H]1CN(Cc2cccnc2)C[C@H]1CN(C)C	60%[activator]
13	Cc1cc(C)n(CC(=O)NCC2(C)CCOCC2)n1	37%[activator]
14	CC[C@H]1CN(C(=O)N2CCOCC2)CC[C@H]1CC(=O)Nc1nccs1	48%[activator][176 µM]
15	O=Cc1ccccc1-c1cccc(Cl)c1	14%[12.5 µM]

# Some of these compounds in order of their number in ALOX12 inh, lowest first:
entry	SMILES	ALOX12 inh
10	O=C(NCC1CCC2(CCN(Cc3cccc4cccnc34)CC2)O1)c1ccco1 (configuration not stated)	2%
2	Cc1noc(-c2ccc(OC3CN(C(=O)NCCc4ccccc4)C3)cc2)n1	7%
5	COc1ccc(-c2noc([C@@H]3CCCN3C(=O)c3cccc(C)c3)n2)cc1OC	13%
7	CNC(=O)[C@H]1C[C@H](Oc2ccccc2)CN1C(=O)CCc1nc2ccccc2s1	29%
8	COc1cccc(CC(=O)N2CCC3(CC2)N(C)C(=O)CS3(=O)=O)c1	39%

# New compounds follow.
entry	SMILES	ALOX12 inh
16	COCCN1CCCCC(CC(=O)Nc2cccc(OC)c2)C1=O (configuration not stated)	25%
17	O=C1CC(CC(=O)N2CC3CCCC2C3)(c2cccc(F)c2)C(=O)N1Cc1cccnc1 (configuration not stated)	0%
18	O=C([C@@H]1C[C@H](F)CN1C(=O)Cc1ccccc1Cl)N1CCCCC1	18%
19	CCS(=O)(=O)N1CCCN(C)c2ccccc21	46%
20	O=C(NC1CCN(c2cnn(Cc3ccccc3)c(=O)c2)CC1)C1CCC1	61%[activator]
21	O=C(Cc1cccc(F)c1)N1CCC2(CC1)NC(=O)N(c1ccccc1Cl)N2	?
22	NC(=O)CO[C@@H]1CO[C@H]2[C@@H]1OC[C@@H]2NC(=O)Nc1cccc2ccccc12	-5%[176 µM]
23	Cc1ncc2c(c1CNC(=O)c1ccccc1-c1ncc[nH]1)CCNC2	18%
24	COC(=O)[C@@H]1Cc2c([nH]c3ccccc23)[C@H]2C[C@@H](NCCN3CCOCC3)C[C@@H](c3ccc(C(F)(F)F)cc3)N21	?
25	C#CCN(C)C(=O)C[C@@H]1c2nc(NC(=O)c3ccc(OC)cc3)sc2C[C@@H]2[C@](C)(CO)[C@H](O)CC[C@]21C	?
26	Cc1nc(C)c(C(=O)NCC(=O)N2CCCCCNC(=O)CC2c2ccccc2)s1 (configuration not stated)	1%
27	CC(C)N1CC[C@@H]2[C@H]1C(=O)NC[C@H](CCC(=O)N1CCN(c3ccccc3)CC1)N2C	18%[176 µM]
28	C#CCN(C)Cc1nc(C2(O)CCN(C(C)=O)CC2)cs1	9%[176 µM]
29	Cc1ccc(C2Cn3nnc(C(=O)N4CCC(C(=O)NCCN(C)C)CC4)c3CO2)cc1 (configuration not stated)	0%
30	COc1ccccc1NC(=O)Cn1c(C)ccc(NS(=O)(=O)c2ccccc2)c1=O	7%
31	CC(C)C[C@H]1COc2cc(NCc3ccc(Cl)c(Cl)c3)ccc2S(=O)(=O)N1	?
32	COC(=O)C1=C(C)N=C2SC=C(CC(=O)Nc3ccc(C)c(C)c3)N2C1c1ccccc1 (configuration not stated)	44%[activator]
33	Cc1ccc(CN(C)C[C@H]2OCc3cnnn3CCCC(=O)N([C@H](C)CO)C[C@@H]2C)cc1	-7%
34	CCN1c2cc(C(=O)Nc3cc(OC)ccc3OC)ccc2C(=O)N2CCCCCC21 (configuration not stated)	?
35	O=C(c1nnn2c1COC(c1ccc(Cl)cc1)C2)N1CCSCC1 (configuration not stated)	1%
36	O=C(NCCc1ccccn1)c1ccc2c(c1)N(S(=O)(=O)c1ccccc1)CC2	3%
37	Cc1noc(C)c1S(=O)(=O)N1C[C@@H](Oc2cccnc2)C[C@H]1C(=O)N1CCCC1	11%
38	CN1C(=O)c2cccn2CC1CNC(=O)c1nccn1C (configuration not stated)	62%[activator]
39	COC1C(=O)N(C2CCN(C(=O)c3cnn(C)c3)CC2)C12CCOCC2 (configuration not stated)	24%
40	Cn1cc(-c2cnc3[nH]cc(CC(=O)Nc4ccccc4Cl)c3c2)cn1	12%[176 µM]
41	O=C(Cc1c[nH]c2ncc(-c3ccsc3)cc12)NCc1cccnc1	5%[176 µM]
42	Cc1ccsc1C(=O)N1CCC(n2cnnc2C2CC2)CC1	53%[activator]
43	CCOc1ccc(CC(=O)NC2CCN(c3cc(-c4cccs4)[nH]n3)C2)cc1 (configuration not stated)	47%[activator]
44	O=C(CCCc1ccccc1)N1CCN(C(=O)c2nnn3c2COC(c2ccccc2)C3)CC1 (configuration not stated)	-2%
45	CCOc1ccc(CC(=O)N[C@@H]2CN(c3ccncn3)C[C@H]2CN(C)C)cc1	68%[activator]
46	COc1ccc(-n2cc(CN3CCC(CO)CC3)c(-c3cccc(F)c3)n2)cc1	-3%
47	COc1cccc(CN2CCc3nn(C)c(=O)n3CC2)c1OC	35%[activator]
48	CN1CCN(c2cc(=O)c3ccnc(NCc4ccccc4)c3o2)CC1	25%[176 µM]
49	COc1ccc(NC(=O)N[C@H]2[C@H](O)[C@@H](N3CCN(c4ccccc4)CC3)[C@@H]3OC[C@H]2O3)cc1	38%
50	O=C(Cc1cccnc1)N1CCOCC2(CN(Cc3cc(F)cc(F)c3)C2)C1	-7%[176 µM]
51	C[S+](=O)([O-])CCn1ncc2cc(OCC3CCN(Cc4cccs4)CC3)ccc21	13%[176 µM]
52	CN1CCCCCC(O)c2cc(C(=O)N3CCN(c4ccccn4)CC3)ccc21 (configuration not stated)	24%
53	c1ccc(-c2noc(-c3ccn4c(CN5CCCCCC5)nnc4c3)n2)cc1	51%[activator]
54	Cc1occc1C(=O)N1CCC2(CC1)CC(c1ccccc1)CN(C)C2 (configuration not stated)	39%[activator]
55	CN(Cc1ccc(-c2ccccc2)cc1)Cc1cccc(F)c1	13%[176 µM]
56	O=C(O)c1ccc(CN2C[C@@H]3OCC(=O)N(CC4CC4)[C@@H]3C2)cc1	10%[176 µM]
57	CS(=O)(=O)c1ccc(OCC2(CNS(=O)(=O)c3ccc(Cl)cc3)C[C@@H](O)[C@@H](O)C2)cc1 (some centres not stated)	79µM*
58	CCN1c2cc(C(=O)Nc3ccc(OC)cc3)ccc2C(=O)N2CCCCCC21 (configuration not stated)	0%
59	O=C(N1CCOCC1)N1CCN(c2cc(Cl)ncn2)C(=O)C1	9%[6.33 µM]
60	O=C(C[C@H]1NC(=O)c2ccccc2NC1=O)Nc1nc(-c2ccccn2)cs1	97%[activator]
61	O=C(Nc1ccccc1)O[C@H]1COCCN(c2nc3ccccc3o2)C1	-13%[176 µM]
62	O=C1NC2(CCCN(C(=O)c3cccnc3)C2)COc2ccccc21 (configuration not stated)	17%[176 µM]
63	CN(C)c1ccc(-c2cc3c(ccn3C)c(C(=O)NCc3cccnc3)n2)cc1	-2%[176 µM]
64	O=C(CCCc1c[nH]c2ccccc12)N1CCc2c(nc3cc(-c4ccccc4)[nH]n3c2=O)C1	-6%
65	O=c1c2nc(-c3ccc(O)c(F)c3)ccc2ncn1-c1ccccc1	?
66	COc1ccc(C(=O)N2CCCC2c2nc(CCOc3ccc(F)cc3)no2)cc1 (configuration not stated)	8%
67	CCOc1ccc(CC(=O)N2CCC3(CC2)N=C(c2ccc(C)cc2)NO3)cc1	20%
68	CN1CCC(NC[C@H]2O[C@@H]3C[C@@H](CC(=O)N4CCC(F)(F)C4)O[C@@H]3[C@@H]2O)CC1	3%[176 µM]
69	N[C@H]1CO[C@H]2[C@@H]1OC[C@@H]2n1cc(-c2ccccn2)nn1	55%[activator][176 µM]
70	COc1cccc(N2C(=O)NC(=NC3CCCCC3)C23CCN(Cc2ccc(N(C)C)cc2)CC3)c1	?
71	O=C(c1ccc(F)c(F)c1)N1CCC(Oc2ncccc2C(=O)N2CCCCC2)C1 (configuration not stated)	-13%
72	COc1cccc(OC[C@@H](O)CN2CCC(C(O)(c3ccccc3)c3ccccc3)CC2)c1	-24%
73	O=c1[nH]c(N2CCc3ccccc3C2)nc2c1CCN(Cc1ccc(F)cc1)CC2	19%
74	COC(=O)C1=C(C)N(Cc2ccccc2C(F)(F)F)C(=NCc2ccc3c(c2)OCO3)NC1c1cccc(F)c1 (configuration not stated)	?
75	N#Cc1cc2c(=O)n(CCc3n[nH]c4c3CCCC4)ccc2[nH]c1=O	43%[activator]

# Remaining list, next part:
entry	SMILES	ALOX12 inh
76	CCCN1CCCCC(NC(=O)c2c(F)cccc2F)C1=O (configuration not stated)	-6%
77	CC(C)CC(=O)NC1CCN(C(=O)N2CC3CC(C2)[C@H]2CCCC(=O)N2C3)CC1 (some centres not stated)	59%[activator]
78	CC1Oc2ccc(NC(=O)c3c(F)cccc3F)cc2CN(C2CCCc3ccccc32)C1=O (configuration not stated)	18%
79	COCCN1CC(CO)C2(CCN(Cc3cccc(Cl)c3F)CC2)C1 (configuration not stated)	0%
80	COCCC(=O)N1CCOc2ccc(CN3CCc4ccccc4C3)cc2C1	47%[activator]
81	COc1cccc(CC(=O)N2CC(CNc3ccccc3)C3(C2)CN(c2ccccc2)C3)c1 (configuration not stated)	56%
82	COC[C@@H]1[C@H](C(=O)Nc2ccc(F)cc2F)CCC(=O)N1C	-2%
83	CC(=O)N1CCC(Oc2ccc(Cl)cc2C(=O)NCCCN2CCCC2=O)CC1	4%
84	O=C1NCc2ccccc2CC12CCCCN2Cc1ccccc1F (configuration not stated)	8%[6.33 µM]
85	Cc1[nH]nc(CCC(=O)N2CCC3(CCC(=O)N(CC4CC4)C3)CC2)c1C	32%
86	O=C1CCN(C2CCN(Cc3ccccc3)CC2)CCCC(C(=O)NCc2ccccc2)CCN1 (configuration not stated)	19%
87	CC(=O)NC1(C)CCN(Cc2cccc(-c3ccc4c(c3)OCCN4C)c2)C1 (configuration not stated)	-3%[176 µM]
88	O=C(C1CC1)N1CCc2nn(Cc3ccccc3)c(=O)n2CC1	21%
89	O=C1[C@@H]2C[C@@H](O)CN2C2(CN(Cc3ccccc3)C2)C(=O)N1Cc1ccccc1F	23%[176 µM]
90	O=C(NCCc1nc2ccccc2s1)[C@H]1CNC[C@@H](C(=O)N2CCOCC2)C1	?

# ALOX12 inh: entries above that show a hit.
entry	SMILES	ALOX12 inh
3	O=S(=O)(NC[C@H]1Cn2c(-c3ccc(F)cc3)cnc2CO1)c1ccc(Cl)cc1	50µM*
57	CS(=O)(=O)c1ccc(OCC2(CNS(=O)(=O)c3ccc(Cl)cc3)C[C@@H](O)[C@@H](O)C2)cc1 (some centres not stated)	79µM*

# Going on with the list:
entry	SMILES	ALOX12 inh
91	COc1ccc(OC)c(S(=O)(=O)CC(=O)c2cc3ccccc3oc2=O)c1	?
92	Cc1nn(-c2ccc(F)cc2)c(Oc2cccc(F)c2)c1CCC(=O)N1CCSCC1	?
93	O=C(Cc1cccs1)N1CCC(n2cc(-c3nc(-c4ccccc4)no3)nn2)C1 (configuration not stated)	5%
94	N#Cc1ccc(CN2CCC(N3CCNC3=O)CC2)cc1	0%[12.5 µM]
95	N#Cc1cccc(C(=O)N2CCC(Cc3nc(-c4cccnc4)n[nH]3)C2)c1 (configuration not stated)	11%
96	CC(C)NC(=O)C1Cn2cccc2C(=O)N1 (configuration not stated)	12%
97	O=C(CCC1CCN(S(=O)(=O)c2cccc(F)c2)CC1)NCCN1CCOCC1	5%
98	CN1C(=O)C(CC(=O)N2CCCOCC2)(Cc2ccccc2)c2ccccc21 (configuration not stated)	-6%
99	Cc1ccc(C)c(CN2CCC3(CC2)[C@H](O)C[C@@H]3OCCN)c1	2%
100	COc1ccc(S(=O)(=O)N2CCC3(CC2)CC(N2CCOCC2)CCO3)cc1 (configuration not stated)	9%
101	CCc1ccc(CNC(=O)CCC2CCN(C(=O)c3ccccc3)CC2)cc1	26%
102	COc1ccc(C(=O)Nc2ccc(-c3noc([C@@H]4CCCN4Cc4ccncc4)n3)cn2)cc1	55%[activator]
103	COCCn1ccc2c(C3=CCOCC3)nc(-c3cccc(N4CCOCC4)c3)cc21	8%[176 µM]
104	CS(=O)(=O)N1C[C@H]2CCN(C(=O)c3ccc(F)cc3Cl)C[C@H]21	-12%
105	COCCN[C@H]1[C@@H]2OC[C@@H](O2)[C@@H](NCc2ccc(OC(F)(F)F)cc2)[C@@H]1O	96%[activator][176 µM]
106	CCCN1C(=O)CC[C@@H](S(=O)(=O)c2ccccc2)[C@@H]1c1ccco1	?
107	COc1ccc(-c2cc(-c3cccc(CO)c3)cn3cncc23)cc1	?
108	S=C(SCc1nc(-c2ccc(Cl)cc2)no1)N1CCSCC1	-9%
109	Cn1nc(-c2nncn2CC2CC2)c2c1CCN(C(=O)CCC(=O)N1CC(=O)Nc3ccccc31)C2	8%
110	COC1CN(C2CCN(C(=O)C3CCOCC3)CC2)C12CCOCC2 (configuration not stated)	5%
111	O=C(c1ccc2c(c1)CCC2)N1C[C@H]2CC[C@@H]1CN(Cc1cscn1)C2	47%[activator]
